M. tuberculosis = growth inhibition of non-replicating M. tuberculosis (AID 488890); Mycobacterium tuberculosis non-replicating, growth inhibition; higher % means a stronger effect; 320,000 compounds, 0.39% hits; inhibition, % at 25 µM; hits with a dose series show IC50 in µM; in the data active = a potency from the dose series; inconclusive = inhibition mostly from about 82% at the one dose, without a potency; inactive = the rest, 99 in 100 with inhibition below about 76%;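 also: plate controls were DMSO cells for no effect and high antibiotic wells for full effect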
H1N1 NS1A inhibition = H1N1 influenza NS1A inhibitors, functional cell based assay (AID 504329); NS1A functional cell-based assay, percent inhibition; higher % means a stronger effect; one-dose inhibition, % at 12.5 µM; IC50 in µM for titrated hits; 340,000 compounds, 0.3% hits; in the data active = a potency from the dose series; inconclusive = inhibition above about 27% without an active follow-up result; also: strong numbers were not always called active
Salmonella PhoP GFP = PhoP regulon inhibitors, Salmonella typhi PhoP promoter GFP reporter, confirmatory (AID 1850) | Salmonella Typhi PhoP-promoter GFP reporter, fluorescence, 4 h; higher % means a stronger effect | inhibition, % at 50 µM; hits with a dose series show IC50 in µM | 310,000 compounds, 0.33% hits; in the data active = a potency from the dose series; inconclusive = inhibition mostly from about 25% at the one dose, without a potency; inactive = the rest, 99 in 100 with inhibition below about 19%;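 also: 0% = induced wells with vehicle and 100% = uninduced wells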
H37Rv inhibition = M. tuberculosis growth inhibition, HTS (AID 449762); M. tuberculosis H37Rv growth inhibition, 7H9 media; higher % means a stronger effect; one-dose inhibition, % at 25 µM; IC50 in µM for titrated hits; 330,000 compounds, 0.59% hits; in the data active = a potency from the dose series; inconclusive = inhibition above about 70% without an active follow-up result;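 also: bacterial growth assessed after seven days of incubation; strong numbers were not always called active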
inhibitors of VEEV = inhibitors of VEEV TC-83 cytopathic effect, confirmation, Vero cells (AID 588727); Vero cells, VEEV TC-83 cytopathic effect inhibition; higher % means a stronger effect; one-dose inhibition, % at 20 µM; IC50 in µM for titrated hits; 350,000 compounds, 0.13% hits; in the data active = a potency from the dose series; inconclusive = inhibition mostly from about 14% at the one dose, without a potency; inactive = the rest, 99 in 100 with inhibition below about 12%; also: strong numbers were not always called active
inhibitors of VEEV 10K pilot screen = further read-out of inhibitors of VEEV, marked with its call; inhibition, %; measured here: 10K pilot screen inhibition
Numbers without * were called inactive; i = inactive; ? = inconclusive; · = no result given; & = joins results of further samples.

SMILES	M. tuberculosis	H1N1 NS1A inhibition	Salmonella PhoP GFP	H37Rv inhibition	inhibitors of VEEV	others
CCc1ccc(OCC(=O)N2CCN(c3ccccc3F)CC2)cc1	53%	2%	-20%	2%	0.5%
COc1ccc(-n2ncc3c2CC(C)(C)CC3NC(=O)CCc2c(C)noc2C)cc1 (stereo unspecified)	3%	-8%	-14%	-7%	1.6%
O=C(CSC1CCCCC1)Nc1ccccc1Br	79%	-1%	-5%	-1%	1.6%
O=C(Cn1cnc2ccccc2c1=O)c1ccc2c(c1)OCCO2	-1%	-5%	-13%	-11%	9.8%
Cc1nnc2ccc(-c3ccc(NC(=O)c4cccnc4Cl)cc3)nn12	8%	-2%	-7%	-10%	6.0%
CCOC(=O)c1c(C)c(-c2ccccc2)n(CC(=O)N2CCCC2)c1C	13%	-1%	-3%	-1%	0.2%
COCCOC(=O)c1c(N)n(Cc2ccc(OC)cc2)c2nc3ccccc3nc12	35%	-9%	16%	16%	6.4%
C[C@H](CO)N1C[C@H](C)[C@@H](CN(C)C(=O)Nc2ccc3c(c2)OCO3)Oc2c(NS(=O)(=O)c3cn(C)cn3)cccc2C1=O	-1%	-5%	·	0%	1.0%
O=C(C1CCCN(Cc2ccc(Br)cc2)C1)N1CCCCC1 (stereo unspecified)	59%	-14%	-3%	6%	i
O=C(O)C1C2C=CC(C2)C1C(=O)NCc1ccco1 (stereo unspecified)	-8%	-2%	0%	-9%	0.1%
C=CCCCCCCCCc1nc(=S)[nH][nH]1	?	4%	21%	17%	0.9%
Cc1csc(-c2cnn(-c3ccccc3)c2NC(=O)c2cccc(C(F)(F)F)c2)n1	3%	-4%	-1%	59%	6.0%
Cc1sc(NC(=S)NC(=O)c2ccco2)c(C#N)c1C	?	7%	4%	6%	0.9%
CCNC(=O)Cc1ccc(NS(=O)(=O)c2ccc(F)cc2)cc1	8%	6%	0%	2%	i	inhibitors of VEEV 10K pilot screen=0.6
O=C(CNC(=O)c1ccccc1)Oc1cccc(Cl)c1	-2%	·	-19%	-5%	0.8%
Cc1sc2ncnc(Sc3ccccc3C(=O)O)c2c1C	-16%	-8%	-15%	-10%	1.1%
O=C1N=C(N2CCCCC2)S/C1=C/C1=Cc2ccccc2OC1	9%	-3%	-12%	-2%	6.0%
Cc1cc(-c2sccc2C)nc(-n2cccc2)n1	6%	-3%	-9%	3%	2.9%
COc1ccccc1NC(=S)NNC(=O)c1nn(C)cc1Cl	-4%	22%	17%	9%	1.4%
COc1ccc(OC)c(NC(=O)NNC(=O)COc2ccc(F)cc2F)c1	-13%	3%	0%	0%	0.2%
COC(=O)c1sccc1NC(=O)Nc1ccc(C)c(C)c1	-10%	-15%	-3%	5%	5.3%
CSc1cccc(NP2(=O)OCC(C)([N+](=O)[O-])CO2)c1 (stereo unspecified)	·	2%	·	·	1.8%
O=[N+]([O-])c1ccc(-c2nnc(CNC3CCCC3)o2)cc1	65%	-1%	5%	7%	1.6%
CCOc1ccc(CCNc2nc3c(c(=O)n(C)c(=O)n3C)n2CC)cc1OCC	-13%	20%	0%	4%	3.1%
CCN(CC)C(=O)Cn1nc(-c2ccc(Cl)cc2)c2ccccc2c1=O	15%	-21%	10%	1%	2.1%
CC(OC(=O)c1nc(Cl)ccc1Cl)C(=O)c1ccccc1 (stereo unspecified)	-5%	4%	-9%	-1%	0.4%
Cc1c(N=Cc2ccccn2)c(=O)n(-c2ccccc2)n1C	-8%	-8%	3%	2%	0.7%
O=C(CCN1CCCCC1)Nc1ccccc1	-4%	-4%	-10%	1%	0.8%
O=C(O)Cn1cccc1C(=O)c1ccccc1	10%	3%	-4%	-5%	i
CC(=O)Nc1nnc(SCC(=O)N2C(C)CCCC2C)s1 (stereo unspecified)	-20%	4%	6%	6%	1.4%
CC(=O)c1ccc(OC(=O)/C=C/c2ccccc2)cc1	59%	-2%	-6%	8%	0.2%
CN(C)S(=O)(=O)n1cnc2ccccc21	-5%	10%	-2%	-11%	0.4%
CCOC(=O)N1CCN(C(=O)C2CCN(S(=O)(=O)N3CCCC3)CC2)CC1	-2%	-3%	-2%	-4%	0.3%
Cc1nc(NC(=O)CSc2nc3ccccc3s2)sc1C(=O)N(C)C	35%	3%	-7%	-5%	4.3%
C=CCNCCOCCSc1ccc(Cl)cc1	32%	-5%	-3%	1%	0.5%
Cc1cc2nc(N3C(=O)CNC3=S)sc2cc1C	?	-5%	-4%	?	5.4%
O=C(CSc1nccn1Cc1ccccc1)NCc1ccccc1	0%	6%	-18%	3%	1.1%
NC(=O)C1CCN(C(=O)/C(=C/c2ccco2)NC(=O)c2ccccc2)CC1	-3%	5%	6%	-9%	i
Cc1ccc(CNS(=O)(=O)c2ccc3c(c2)n(C)c(=O)c(=O)n3C)cc1	-10%	-4%	11%	-10%	2.5%
COc1ccc(S(=O)(=O)N(CCC(N)=O)Cc2ccco2)cc1OC	-8%	8%	2%	5%	i
CCc1c(C)nc(N)nc1OCC(F)(F)C(F)F	-5%	-9%	2%	-7%	i
Cc1ccc2[nH]c3c(c2c1)CCCC3NC(=O)CCl (stereo unspecified)	?	-11%	-8%	70%	?
CCN(CC)CCN=Cc1c(O)n(CCC2=CCCCC2)c(=O)[nH]c1=O	34%	8%	-8%	-7%	i
O=C(NCc1cccs1)Nc1cccs1	5%	-16%	-1%	3%	0.4%
CC(C)C(NS(=O)(=O)c1ccccc1)C(=O)OCC(=O)NNC(=O)c1ccccc1 (stereo unspecified)	·	-5%	·	·	1.3%
O=C(Nc1ccc2c(c1)nc1n2CCN(Cc2ccccc2)C1)c1cccs1	10%	7%	37%	-11%	i
CCOC(=O)c1cnc2ccc(OCC)cc2c1NCc1ccccc1OC	-15%	-9%	-3%	-4%	0.2%
NS(=O)(=O)c1ccc(CNS(=O)(=O)c2ccc3c(c2)OCCO3)cc1	4%	-4%	-1%	4%	i
CCOC(=O)CC(=O)Nc1ccccc1C(=O)O	27%	-31%	1%	10%	0.2%
CCOc1cccc(/C(O)=C2/C(=O)C(=O)N(CCOC)C2c2ccncc2)c1 (stereo unspecified)	2%	11%	0%	-4%	i
CCc1nnc(NC(=O)C2Cc3ccccc3CN2S(=O)(=O)c2c(C)c(C)cc(C)c2C)s1 (stereo unspecified)	22%	29%	-3%	62%	i
CCn1nc(C(=O)Nc2cccc(S(=O)(=O)N3CCCC3)c2)c2ccccc2c1=O	-5%	-5%	·	-9%	8.1%
COC(=O)[C@H](CC(C)C)NC(=O)NCCCc1ccccc1	?	6%	-5%	31%	2.1%
COCCCn1c(=O)c2sccc2n(Cc2ccc(C)cc2)c1=O	-8%	-1%	4%	13%	0.6%
CCCCCN(C(=O)NC(=O)Nc1ccc(C)cc1)S(=O)(=O)c1ccccc1	10%	-8%	-9%	5%	12%
CCC1CCCCN1CCCNC(=O)C1CCCN(c2ncnc3c2nc2n3CCCCC2)C1 (stereo unspecified)	7%	5%	-9%	-1%	i
COc1cc(OC)cc(C(=O)NC(=S)N2CCCCCC2)c1	18%	-6%	-7%	?	0.8%
COC(=O)c1c(-c2ccccc2)csc1N1C(=O)Nc2ccccc2N1O	24%	2%	2%	4%	i
CCCCCn1c(=N)n(CC(O)COc2ccccc2OC)c2ccccc21 (stereo unspecified)	65%	13%&-16%	·	7%&14%	i
CC(C)CCC1(CN2CCCC2=O)C(=O)NC(=O)NC1=O	-6%	-7%	-2%	0%	i
Additional records.
SMILES	M. tuberculosis	H1N1 NS1A inhibition	Salmonella PhoP GFP	H37Rv inhibition	inhibitors of VEEV	others
O=C(N/N=C/C=C\c1ccccc1)c1cnccn1	·	-8%	12%	4%	0.5%
CN1CCN(NC(=O)Nc2cccc(Cl)c2Cl)CC1	-5%	·	-4%	15%	i
O=C(COc1cccc(NC(=O)c2cccc([N+](=O)[O-])c2)c1)c1ccc(F)cc1	15%	-5%	8%	23%	8.5%
COc1cc2[nH]c(=O)n(-c3ccccc3)c(=O)c2cc1OC	-10%	6%	-7%	-16%	2.3%
Cc1ccc(NC(=O)c2ccco2)c([N+](=O)[O-])c1	-8%	3%	6%	-7%	3.3%
CN(C(=O)Cn1cc(C#N)c2ccccc21)c1ccccc1	11%	-3%	7%	-2%	2.1%
Cn1ncc(Br)c1C(=O)Nc1ccc(Br)cn1	-15%	17%	-1%	2%	0.2%
Cc1ccc(F)cc1NC(=S)NCCc1ccccc1	70%	15%	-6%	-3%	0.1%
Cc1ccc(C(=O)NNC(=O)CSc2nnc3c(n2)[nH]c2ccc(C)cc23)cc1	5%	14%	-5%	2%	0.5%
Cc1ccc(S(=O)(=O)/C(C#N)=C/c2c(N3CCN(C)CC3)nc3c(C)cccn3c2=O)cc1	-23%	6%	-3%	0%	i
COc1ccc(O)c(C2=Nc3ccccc3N=C(c3ccccc3)C2)c1	3%	4%	2%	-3%	1.1%
Cc1ccc(Nc2nc(CSc3nnc(-c4cccnc4)n3-c3ccccc3C)cs2)cc1	25%	2%	-7%	10%	9.6%
CCN(CC)CCCNc1cc(C(F)(F)F)c(C#N)c2nc3ccccc3n12	24%	7%	-1%	8%	1.0%
CCc1ccc[n+](-c2[nH]c(=O)sc2/C=N/N=C(\[O-])CCn2c3ccccc3c3ccccc32)c1	-4%	5%	6%	-11%	i
CCOC(=O)N1CCN(S(=O)(=O)c2ccc(C(=O)NNc3nc4c(C)cccc4s3)cc2)CC1	-20%	2%	-3%	-10%	10%
Cc1ccc(C(C(=O)NCc2ccco2)N(C(=O)Cn2nnc3ccccc32)c2ccccc2)o1 (stereo unspecified)	16%	-1%	14%	4%	11%
N#CCNC(=O)C1CC(=O)N(CCc2ccc(F)cc2)C1 (stereo unspecified)	-15%	-8%	-2%	0%	0.7%
O=C(c1c[nH]c2ccccc12)N1CCN(Cc2ccccc2)CC1	4%	3%	20%	15%	2.1%
CN(C)CCCN(C(=O)c1ccc(C(=O)c2ccccc2)cc1)c1nc2ccc(F)cc2s1	29%	10%	-12%	6%	?
CCOC(=O)Cc1csc(NC(=O)c2cc(C)on2)n1	7%	-3%	-3%	-11%	3.6%
O=C1C2C3C=CC(O3)C2C(=O)N1N=C1CCCCC1 (stereo unspecified)	·	0%	·	·	0.8%
CN(C(=O)CSc1ncc(C(F)(F)F)cc1Cl)c1c(N)n(Cc2ccccc2)c(=O)[nH]c1=O	-5%	-2%	10%	-8%	0.9%
Cc1nc(NC(=O)c2ccc(Cl)cc2)nc2cc3c(cc12)OCO3	44%	-1%	-8%	-6%	3.0%
Cc1cccc(C(C)C)c1NC(=O)C1CCN(S(=O)(=O)c2ccccc2)CC1	-2%	-5%	-4%	4%	0.5%
CC(C)CCn1cnc2c1c(=O)n(CC(=O)NC(N)=O)c(=O)n2Cc1ccccc1	-5%	-5%	8%	-5%	i
CC(=O)c1c(C)[nH]c(C(=O)OC2CCCCC2=O)c1C (stereo unspecified)	-3%	-3%	-7%	-10%	0.5%
Cc1cccc(NC(=O)CN(C)C(=O)c2ccc3ccccc3n2)c1C	·	-2%	·	·	i
CNCCCCOc1ccccc1Cc1ccccc1	42%	·	18%	34%	·
O=C1NC2(CCCCCC2)C(=O)N1Cc1ccccc1F	5%	-2%	0%	0%	3.0%
Cc1ccc(CSc2nnc(SCC(=O)N/N=C/c3ccccc3OCC(=O)O)s2)cc1	65%	-3%	7%	2%	i
Cc1ccc2c(c1)nnn2C1CCN(C(=O)c2ccccc2F)CC1	7%	-2%	16%	1%	i

Screening data as filed in PubChem.
